# From PubChem
# PfHsp40 yeast – rescue of PfHsp40-mediated yeast toxicity; AID 504582; S. cerevisiae expressing PfHsp40, growth rescue, ATP luminescence; growth rescue, % at 12.5 µM; actives 0.68% (n = 340,000); in the data active = growth rescue above about 28%, passing the limit was not always enough; inconclusive = no clear call, values can overlap the other calls;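 note: yeast W303a lacking pdr1 and pdr3 grown in galactose medium; growth measured after three days at 30 °C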
# BoNT-A LC inh2 – BoNT A light chain protease inhibition. inhibition, % at 10 µM. actives 0.17% (n = 360,000). multiplex microsphere protease substrate cleavage, flow cytometry; note: plate controls were buffer without enzyme for full effect and enzyme alone for no effect
# FBA Mtb inh – inhibits M. tuberculosis FBA enzyme. P9WQA3. purified M. tuberculosis FBA, fluorescence read-out. inhibition, % at 1 µM. actives 2.3% (n = 360,000). AID 588726; in the data active = inhibition above about 27%;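 note: 0% = vehicle and 100% = reference inhibitor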
# Target sequence (P9WQA3 whole entry, looked up): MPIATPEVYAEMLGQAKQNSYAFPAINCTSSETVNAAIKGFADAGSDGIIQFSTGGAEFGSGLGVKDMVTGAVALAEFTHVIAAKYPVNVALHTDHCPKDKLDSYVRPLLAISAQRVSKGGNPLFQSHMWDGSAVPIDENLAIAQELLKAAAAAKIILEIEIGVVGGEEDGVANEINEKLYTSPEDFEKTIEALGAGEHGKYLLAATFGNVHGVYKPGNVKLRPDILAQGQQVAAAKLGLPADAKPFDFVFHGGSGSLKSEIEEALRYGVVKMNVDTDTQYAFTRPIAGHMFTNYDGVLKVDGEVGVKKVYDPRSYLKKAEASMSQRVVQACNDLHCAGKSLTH
# GDH-TPI counter – GDH-TPI coupled enzyme inhibition counter-screen. AID 588335. inhibition, % at 4.8 µM. GDH-TPI coupled enzyme counterscreen, NADH absorbance. actives 1.2% (n = 360,000); in the data active = inhibition above about 30%;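 note: 0% = DMSO wells and 100% = wells lacking the enzyme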
# Anthrax LF inh2 – inhibitors of Bacillus anthracis lethal factor protease; multiplex microsphere protease cleavage assay, LF; inhibition, % at 10 µM; actives 0.12% (n = 360,000); AID 588501; note: plate controls were buffer without enzyme for full effect and enzyme alone for no effect
# FadD28 binding – inhibitors of Mycobacterium tuberculosis FadD28 bisubstrate binding; inhibition, % at 12.5 µM; actives 0.22% (n = 360,000); FadD28 bisubstrate probe binding, fluorescence polarization; in the data active = inhibition above about 8.5%, passing the limit was not always enough; inconclusive = no clear call, values can overlap the other calls
# Mtb UGM inh – blocks M. tuberculosis UGM enzyme; P9WIQ1; purified UGM, fluorescence polarization probe displacement; inhibition, % at 10 µM; actives 0.06% (n = 320,000); in the data active = inhibition above about 10%, passing the limit was not always enough; inconclusive = no clear call, values can overlap the other calls
# Target sequence (P9WIQ1 whole entry, looked up): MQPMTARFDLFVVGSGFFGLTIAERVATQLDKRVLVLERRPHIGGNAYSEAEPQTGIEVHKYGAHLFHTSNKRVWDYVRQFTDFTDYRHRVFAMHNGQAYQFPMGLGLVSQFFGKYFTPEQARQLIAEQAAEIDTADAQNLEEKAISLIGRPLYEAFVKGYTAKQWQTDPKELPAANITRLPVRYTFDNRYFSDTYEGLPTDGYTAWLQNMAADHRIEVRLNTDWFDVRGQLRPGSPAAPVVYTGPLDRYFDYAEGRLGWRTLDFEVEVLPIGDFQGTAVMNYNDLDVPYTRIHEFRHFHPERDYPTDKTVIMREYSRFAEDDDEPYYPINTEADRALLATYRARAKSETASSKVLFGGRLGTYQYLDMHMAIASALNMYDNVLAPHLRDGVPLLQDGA
# BoNT-F LC inh – blocks Botulinum neurotoxin F light chain protease; Multiplex microsphere protease cleavage assay, flow cytometry; inhibition, % at 10 µM; actives 0.22% (n = 360,000); in the data active = inhibition above about 35%, passing the limit was not always enough; inconclusive = no clear call, values can overlap the other calls; note: plate controls were buffer without enzyme for full effect and enzyme alone for no effect
# Mtb BioA inh – BioA (M. tuberculosis) enzyme inhibition | purified M. tuberculosis BioA enzyme, plate reader | inhibition, % at 9.99 µM | actives 0.096% (n = 360,000); in the data active = inhibition above about 40%; inconclusive = no clear call, values can overlap the other calls
# Active calls of the source: *; u = inconclusive; x = not tested or not shown; & = joins results of further samples. Cut-off read from the data, not from the text of the source, unless noted: active = inhibition above about 30%; inconclusive = no clear call, values can overlap the other calls; inactive = below that.
# Each structure is followed by: PfHsp40 yeast	BoNT-A LC inh2	FBA Mtb inh	GDH-TPI counter	Anthrax LF inh2	FadD28 binding	Mtb UGM inh	BoNT-F LC inh	Mtb BioA inh
1) COc1ccc(Cl)cc1-c1nc(SCC(=O)NC(C)C)n[nH]1
    0.1	0.8	1	4	0	-2.2	0.0	0	-0.6
2) COc1ccccc1NC(=O)Nc1nc2ccc(S(N)(=O)=O)cc2s1
    -0.8	1.0	-3	2	-2	-6.9	5.8	-4	-3.0
3) O=C1CC(N2CCN(S(=O)(=O)c3ccc(Cl)cc3)CC2)C(=O)N1CCc1ccccc1 (stereo unspecified)
    1.5	0.7	6	3	-2	0.1	2.6	-8	0.9
4) CCc1noc(C)c1C(=O)N(C)CC(=O)Nc1ccc(Br)cc1C
    2.9	-15	4	-9	-8	-2.5	0.2	-15	-0.6
5) Cc1ccc(S(=O)(=O)N(Cc2cc3ccc(C)cc3[nH]c2=O)c2ccccc2)cc1
    0.0	-0.9	-1	-2	0	-1.0	1.7	-2	-1.8
6) CCc1nc(N)nc2c1C(=O)CC(C)(C)C2
    -0.8	-0.4	1	5	-2	-1.3	-3.2	-9	-1.0
7) Cc1nc(CS(=O)(=O)c2ccccc2)cc(N2CCOCC2)n1
    0.4	0.7	4	-3	-1	-3.5	2.4	4	4.8
8) CCc1ccc(-c2nc(CS(=O)CC(=O)NCc3ccc4c(c3)OCO4)c(C)o2)cc1 (stereo unspecified)
    -0.4	4.8	0	-1	10	-1.5	1.7	7	-1.4
9) C[C@H](CO)N1C[C@H](C)[C@H](CN(C)C)Oc2ccc(NS(=O)(=O)c3ccc(F)cc3)cc2CC1=O
    -0.3	-0.2	1	4	0	-0.9	-1.7	-4	-2.1&0.0
10) C[C@@H]1CN([C@@H](C)CO)C(=O)CCCn2nncc2CO[C@@H]1CN(C)S(=O)(=O)c1cn(C)cn1
    x	-0.5	2	0	7	-0.4	x	-1	-0.8&-2.2
11) O=c1cc(C(F)(F)F)c2sc(N3CCCCC3)nc2[nH]1
    -0.9	-0.6	86*	20	-1	-0.3	-1.7	-21	-2.9
12) CC(=O)c1sccc1NC(=O)CC(C)(C)CC(=O)O
    x	-1.1	0	1	6	-1.1	0.3	-13	-1.7
13) CCOC(=O)CN(C(=O)CSc1nnc(COc2ccc(OC)cc2)n1CC)c1ccccc1
    0.9	0.8	-1	13	-2	-1.2	-0.6	1	5.5
14) CN(C)NC(=S)Nc1ccc(S(=O)(=O)N2CCCCC2)cc1
    -1.6	1.9	2	7	7	0.9	-1.4	u	-1.5
15) N#CCCN(C(=O)COC(=O)c1cccc(S(=O)(=O)Nc2ccc([N+](=O)[O-])cc2)c1)c1ccccc1
    1.5	0.1	-1	16	-2	1.9	1.1	1	x
16) CCOC(=O)C1CCN(C(=O)c2ccc3c(SCC(=O)O)c4c(nc3c2)CCCC4)CC1
    0.0	0.3	5	0	-3	0.6	0.0	-1	x
17) O=C(NCCN1CCCCCC1)C1CCN(S(=O)(=O)N2CCOCC2)CC1
    -2.3	x	-2	4	x	-0.8	0.6	x	-3.5
18) COC(=O)c1cc(C(=O)OCC(=O)c2ccc3c(c2)NC(=O)CO3)cc([N+](=O)[O-])c1
    -1.1	4.0	-1	3	-2	-1.1	x	3	-3.2
19) CCC(=O)Nc1c2c(nn1-c1ccccc1C)CSC2
    -1.3	1.0	-2	-3	2	-2.0	1.2	4	-3.6
20) COc1ccc(CCNC(=O)C2CCN(S(=O)(=O)c3ccc(OC)cc3)CC2)cc1
    9.4	-0.7	-1	-1	-3	-0.6	2.1	u	0.1
21) COc1ccc(C(CNC(=O)c2cc3ccccc3cc2OC)N2CCCC2)cc1 (stereo unspecified)
    -1.4	u	6	34*	1	-0.3	-2.8	0	-1.2
22) O=S(=O)(Nc1ccc(-n2cnnn2)cc1)c1cccc(Cl)c1
    -0.7	-3.6	-1	1	-1	0.2	x	-1	0.0
23) Cc1cc(C)n(Cc2ccc(F)cc2)c(=O)c1C#N
    -0.5	-0.9	4	3	-3	-0.8	2.0	-7	6.2
24) Cc1ccc(S(=O)(=O)N(C)CCCC(=O)N2CCN(c3ccccn3)CC2)cc1
    0.9	0.2	9	9	-2	0.3	-1.6	5	1.5
25) O=C(Nc1ccccc1)c1cc([N+](=O)[O-])ccc1NCc1cccnc1
    -0.6	-0.4	-3	18	-2	-3.4	2.7	-5	2.4
26) CCOc1ccc(C(F)(F)F)cc1NC(=O)COc1ccc(C(F)(F)F)cc1[N+](=O)[O-]
    0.8	0.2	-3	3	-1	-1.9	-2.9	-13	-1.5
27) O=C1C(=Cc2ccccn2)CCc2ccccc21
    x	-0.6	1	15	-6	-0.6	x	-4	0.8
28) COc1ccc(C(=O)NC(=S)Nc2cccnc2)cc1[N+](=O)[O-]
    1.4	0.1	2	8	-1	-0.1	3.3	0	x
29) COCCN1C(=O)C(=O)/C(=C(/O)c2ccc(S(=O)(=O)N3CCCCC3)cc2)C1c1ccc(OC)c(OC)c1 (stereo unspecified)
    -1.0	-0.3	-3	33*	-4	-0.2	0.7	-4	-0.6
30) Fc1ccccc1-c1csc(-c2cccnc2)n1
    -0.1	-1.0	0	16	-5	-2.0	7.6	-2	-0.4
31) O=c1cccc2n1CC1CC2CN(Cc2cccc(Cl)c2Cl)C1 (stereo unspecified)
    -0.6	-0.3	1	-6	0	-7.3	1.4	-1	-4.8
32) Cn1c(N/N=C/c2cccs2)cc(=O)n(C)c1=O
    -1.0	0.5	12	14	0	-3.2	-1.7	-7	1.7
33) C[C@H](O)[C@@H]1C(=O)N2CCc3ccc(-c4ccccc4)cc3[C@@H]2C[C@@H]1N(C)C(=S)Nc1ccc(F)cc1
    x	-0.1	6	9	-3	-1.6	x	-1	0.0
34) CN(C)CCCN1c2ccccc2Sc2ccc3ccccc3c21
    0.1	0.8	6	5	-8	-2.1	x	-21	x
35) CCn1c2ccccc2c2cc(NC(=S)N3CCOCC3)ccc21
    1.8	1.3	4	3	1	0.3	-1.3	8	x
36) c1ccc2c(c1)nc1n2CCN1
    -0.9	-0.1	-5	-6	3	-2.8	0.0	1	-1.0
37) Cc1nnc(SCC(=O)Nc2cc(-c3cc(C)c(C)cc3C)nn2-c2ccccc2)s1
    2.8	-0.5	1	-5	0	-5.2	-0.2	1	x
38) N/C(=N\c1nc2ccccc2o1)NC(=O)c1ccc([N+](=O)[O-])cc1
    -0.6	x	1	2	x	-0.1	0.9	x	-2.4
39) CC(OC(=O)CNC(=O)C12CC3CC(CC(C3)C1)C2)C(=O)Nc1ncc(Cl)cc1Cl (stereo unspecified)
    -0.2	2.8	0	-7	0	-1.7	-0.5	4	-2.1
40) CC1(C)c2[nH]c3ccccc3c2C[C@@H]2C(=O)N(c3cc(F)ccc3F)C(=O)N21
    0.5	-1.3	-2	9	-13	-1.6	-0.2	-16	-1.5
41) NC(=S)NN=C(Cc1ccccc1)Cc1ccccc1
    0.8	-1.1	0	18	-2	-2.4	1.6	-2	x
42) COc1ccc(C(=O)N(Cc2ccc(N(C)C)cc2)C2CCS(=O)(=O)C2)cc1 (stereo unspecified)
    0.1	0.5	-2	-7	4	0.5	-0.2	-19	-0.7
43) Cc1ccc[n+](C(C)C(=O)Nc2ccc([N+](=O)[O-])cc2C)c1 (stereo unspecified)
    -0.1	-0.6	3	-3	-2	-1.7	-4.5	0	-0.7
44) COCCN(C(=O)COC(=O)COc1ccc(Cl)c(C)c1)c1c(N)n(Cc2ccccc2)c(=O)[nH]c1=O
    -1.1	2.8	2	2	-2	-2.2	-7.5	0	-0.9
45) CCCSc1oc(-c2ccco2)nc1S(=O)(=O)c1ccccc1
    1.0	2.4	-1	0	3	-4.0	-3.7	17	0.0
46) OCCNC(=S)NC1CCCCC1
    -1.6	-0.5	-3	-1	3	-1.7	3.9	-11	-2.0
47) Cc1cc(C)c(C(=O)O)c(CC(C)(C)C(=O)O)c1
    -0.9	x	2	13	x	-1.2	5.1	x	-0.4
48) CCOc1ncccc1C(=O)Nc1ccc(F)c(Cl)c1
    -0.2	-0.2	-2	1	-7	-2.6	0.1	2	x
49) Cc1cccc(C)c1OCCCCn1cnc2ccccc2c1=O
    3.2	-2.1	-2	3	-2	-11	0.8	-18	0.6
50) COc1ccc(N2CC(NC(=O)c3cccc4ccccc34)CC2=O)cc1OC (stereo unspecified)
    0.2	x	0	11	x	-4.1	-1.8	x	1.8
51) O=C(C(c1ccccc1)C(O)c1ccccc1)N1CCOCC1 (stereo unspecified)
    0.0	0.1	-2	-4	-3	-2.4	x	0	-1.4
52) CC1C(=O)N2CCCc3cc(S(=O)(=O)N(C)CCC#N)cc1c32 (stereo unspecified)
    -0.2	-1.4	1	1	-1	-0.9	2.3	4	-0.2
53) Cc1cc(C)cc(N(C(=O)c2ccco2)C(C(=O)NC2CCCC2)c2ccncc2)c1 (stereo unspecified)
    0.3	1.0	-2	7	3	-1.9	-0.4	8	0.8
54) Cc1ccc(C(=O)N[C@H](C(=O)Nc2cccc(S(=O)(=O)N3CCOCC3)c2)C(C)C)cc1
    x	-0.1	2	-9	-1	-1.4	x	2	0.2
55) COc1ccnc(N2CCN(c3ccc(Cl)cc3)CC2)c1C#N
    0.0	0.2	2	2	-2	-2.3	2.9	-2	0.5
56) Cc1cc2ncn(S(=O)(=O)c3ccc(S(N)(=O)=O)cc3)c2cc1C
    -1.2	0.4	3	19	-2	1.5	x	-4	-0.4
57) CCOC(=O)c1cnc2c(C)cc(C)cc2c1NCCCN1CCOCC1
    -0.7	6.5	2	24	-14	-1.3	2.1	15	-0.3
58) CC(=O)N(/C=C1\SC(=S)N(c2ccccc2)C1=O)c1ccccc1
    -1.6	0.2	-3	7	-5	-2.5	-1.1	-1	4.4
59) CCc1ccc(NC2=CC(=O)C(=O)c3ccccc32)cc1
    1.3	-2.7	-2	2	-1	3.3	x	-18	x
60) CC(=O)NC(c1ccccc1)c1nc(-c2cccs2)cs1 (stereo unspecified)
    x	0.2	-3	-5	-4	-6.2	x	-2	-0.2

# Brought forward from above: 2 compounds, followed by the next part.
# Each structure is followed by: PfHsp40 yeast	BoNT-A LC inh2	FBA Mtb inh	GDH-TPI counter	Anthrax LF inh2	FadD28 binding	Mtb UGM inh	BoNT-F LC inh	Mtb BioA inh
59) CCc1ccc(NC2=CC(=O)C(=O)c3ccccc32)cc1
    1.3	-2.7	-2	2	-1	3.3	x	-18	x
60) CC(=O)NC(c1ccccc1)c1nc(-c2cccs2)cs1 (stereo unspecified)
    x	0.2	-3	-5	-4	-6.2	x	-2	-0.2
61) COc1ccc(OCC(O)CN2CC(C)OC(C)C2)cc1 (stereo unspecified)
    -0.9	-4.4	-1	-14	-8	-3.7	0.7	u	-1.8
62) CSc1ccccc1OCc1cc(C(=O)NCCc2ccco2)no1
    5.0	-1.9	-3	1	1	-2.9	0.6	-1	-0.2
63) O=C(O)CCCN1C(=O)/C(=C/C=C/c2ccco2)SC1=S
    2.1	0.1	-6	-5	2	19*	-0.2	5	x
64) Cc1c(NC(=O)C(C#N)=C2CCCCC2)c(=O)n(-c2ccccc2)n1C
    -0.5	-0.1	2	-5	3	-4.7	-2.6	5	3.3
65) COc1ccc(Cl)cc1C(=O)NCC(c1ccco1)N(C)C (stereo unspecified)
    -1.1	0.4	-2	-11	2	-2.3	-2.4	-5	13
66) O=C(CCCOc1ccccc1)N1CCCCC1
    -0.7	-0.2	0	1	0	-3.5	1.4	-11	1.1
67) CN(C)CCN(C(=O)c1ccc2c(c1)CCCC2)c1nc2cc3c(cc2s1)OCCO3
    0.8	-3.2	-1	-4	-1	-0.6	-0.8	-10	0.6
68) Cc1ccc(C(=O)Nc2nc3ccccc3c(=O)s2)cc1
    -0.4	1.1	4	15	-5	1.2	-1.1	-5	-0.6
69) CNc1nc2ccccc2n(C)c1=O
    -1.1	-0.9	7	20	0	1.0	-0.2	-5	x
70) O=C([O-])c1ccc(-[n+]2c(-c3ccccc3)cc(-c3ccccc3)cc2-c2ccccc2)cc1
    2.1	-0.8	7	21	-6	1.5	-0.1	-10	1.4
71) O=C(/C=C/c1ccccc1)Nn1cnnc1
    0.6	-0.5	0	0	10	-2.8	-0.2	-18	x
